# tuberculosis growth: growth inhibition of non-replicating M. tuberculosis (AID 488890) | Mycobacterium tuberculosis non-replicating, growth inhibition; higher % means a stronger effect | one-dose inhibition, % at 25 µM; IC50 in µM for titrated hits | actives 0.39% (n = 320,000); in the data active means a potency from the dose series; inconclusive means inhibition mostly from about 82% at the one dose, without a potency; inactive means the rest, 99 in 100 with inhibition below about 76%;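 further: plate controls were DMSO cells for no effect and high antibiotic wells for full effect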
# H37Rv inhibition: M. tuberculosis growth inhibition, HTS (AID 449762). actives 0.59% (n = 330,000). M. tuberculosis H37Rv growth inhibition, 7H9 media; higher % means a stronger effect. inhibition, % at 25 µM, or IC50 in µM where a hit was titrated; in the data active means a potency from the dose series; inconclusive means inhibition above about 70% without an active follow-up result;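 further: bacterial growth assessed after seven days of incubation; strong numbers were not always called active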
# influenza NS1A: H1N1 influenza NS1A inhibitors, functional cell based assay (AID 504329). actives 0.3% (n = 340,000). one-dose inhibition, % at 12.5 µM; IC50 in µM for titrated hits. NS1A functional cell-based assay, percent inhibition; higher % means a stronger effect; in the data active means a potency from the dose series; inconclusive means inhibition above about 27% without an active follow-up result; further: strong numbers were not always called active
# inhibitors of VEEV: inhibitors of VEEV TC-83 cytopathic effect, confirmation, Vero cells (AID 588727); actives 0.13% (n = 350,000); one-dose inhibition, % at 20 µM; IC50 in µM for titrated hits; Vero cells, VEEV TC-83 cytopathic effect inhibition; higher % means a stronger effect; in the data active means a potency from the dose series; inconclusive means inhibition mostly from about 14% at the one dose, without a potency; inactive means the rest, 99 in 100 with inhibition below about 12%; further: strong numbers were not always called active
# Salmonella PhoP GFP: PhoP regulon inhibitors, Salmonella typhi PhoP promoter GFP reporter, confirmatory (AID 1850). one-dose inhibition, % at 50 µM; IC50 in µM for titrated hits. actives 0.33% (n = 310,000). Salmonella Typhi PhoP-promoter GFP reporter, fluorescence, 4 h; higher % means a stronger effect; in the data active means a potency from the dose series; inconclusive means inhibition mostly from about 25% at the one dose, without a potency; inactive means the rest, 99 in 100 with inhibition below about 19%;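 further: 0% = induced wells with vehicle and 100% = uninduced wells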
# inhibitors of VEEV 10K pilot screen: recorded beside inhibitors of VEEV, whose call it bears; inhibition, %; measured here: 10K pilot screen inhibition
# * hit, by the source's call; i = inactive; u = inconclusive; x = no result given. Rows were taken by chance, and some 1.5% of all compounds hit somewhere here.
SMILES,tuberculosis growth,H37Rv inhibition,influenza NS1A,inhibitors of VEEV,Salmonella PhoP GFP,others
COc1cccc(CNC(=O)c2cccc(S(=O)(=O)N3CCN(Cc4ccccc4)CC3)c2)c1,x,x,-17%,5.9%,x,
CCOc1ccc(S(=O)(=O)N2CCN(C(=O)c3oc4ccc(OC)cc4c3C)CC2)cc1,x,x,-6%,9.0%,x,
CCN(CCn1cccn1)C(=O)C1CCC(=O)N(CC2CCCCC2)C1 (stereo unspecified),-6%,2%,-3%,1.4%,-25%,
O=C(N/N=C\c1ccc(Br)o1)C1COc2ccccc2O1 (stereo unspecified),u,-5%,5%,1.7%,2%,inhibitors of VEEV 10K pilot screen=0.5
O=C(C1CCN(c2nnnn2-c2ccccc2)CC1)N1CCN(c2ccccc2)CC1,15%,5%,-5%,1.2%,11%,
Cc1ccc(C)c(N2CCN(CC(=O)Nc3ccc4[nH]c(=O)[nH]c4c3)CC2)c1,-18%,-4%,2%,0.3%,1%,
CC(=O)Nc1sc(C)c(C)c1C(=O)Nc1ccc(C)cc1,-2%,6%,-7%,1.3%,18%,
CCOc1cc(CNc2ccccc2SC)ccc1O,6%,-8%,x,x,-1%,
COc1ccc(CNC(=O)c2cc3cccc(OC)c3oc2=N)cc1,u,0%,-4%,7.4%,-14%,
Cc1ccc(NC(=O)COC(=O)c2cc(Cl)cc(Cl)c2)c(Br)c1,5%,12%,0%,0.2%,-7%,
CC1CN(c2ccc(NC(=O)c3ccco3)cc2C(=O)O)CC(C)O1 (stereo unspecified),-31%,5%,-21%,1.3%,8%,
O=C(NCc1ccccc1)c1ncn(Cc2ccccc2)c1C(=O)NCc1ccccc1,-4%,-9%,-21%,6.0%,x,
CCc1cc(=O)oc2c(C)c(OCC(=O)NCCCn3ccnc3)ccc12,1%,-3%,-11%,i,-5%,
CCOc1ccc(CCNC(=O)Cn2cccc2C(=O)c2ccccc2C)cc1OCC,20%,-9%,-3%,1.8%,0%,
COc1ccccc1CNC(=O)CCS(=O)(=O)Cc1ccc(C)cc1,0%,-5%,7%,1.2%,4%,
Cn1c(O)c(N=NC(=O)CNC(=O)c2ccco2)c2ccccc21,-45%,-17%,1%,i,-8%,
O=C(NCCSCc1ccccc1)c1ccc(F)cc1,74%,-2%,4%,0.1%,-9%,
COc1ccc(CN(C(=O)c2oc3cc(C)ccc3c2C)C2CCS(=O)(=O)C2)cc1OC (stereo unspecified),29%,-5%,-8%,7.6%,-7%,
Brc1cccc(C2CC(c3ccccc3)n3nnnc3N2)c1 (stereo unspecified),18%,-2%,-6%,4.2%,-13%,
CCN(c1ccccc1)S(=O)(=O)c1cc(C(=O)NCc2ccco2)ccc1C,28%,-1%,0%,7.4%,x,
Nc1nc(Nc2ccccc2F)nc(NCc2ccccc2)c1[N+](=O)[O-],12%,11%,-1%,2.2%,-5%,
CC(CNS(=O)(=O)c1ccccc1)Sc1nncn1C (stereo unspecified),-8%,5%,-3%,1.1%,20%,
O=C(CSCc1ccc(Cl)cc1)Nc1ccc(Br)cc1C(=O)O,48%,4%,-6%,1.0%,-1%,
CC1(C)O[C@@H]2[C@H](O1)[C@@H](COS(=O)(=O)O)O[C@H]2n1c(=S)[nH]c2c(=O)[nH]c(N)nc21,-8%,2%,-23%,2.7%,x,
COc1ccc(-c2nc(N)ncc2-c2csc(C)n2)c(O)c1,13%,-9%,7%,0.6%,-10%,
O=S1(=O)CC(O)C(NCc2ccco2)C1 (stereo unspecified),10%,0%,-6%,1.5%,-1%,
CN(/N=C/c1ccc2c(c1)OCO2)c1ccccc1,56%,23%,8%,0.9%,-6%,
CO/N=C/c1c(C(=O)OC)nn(-c2ccccc2)c1Cl,-1%,-6%,-7%,2.2%,-9%,
CCOC(=O)C1CCCCN1C(=O)CCn1nnnc1CN1CCOCC1 (stereo unspecified),-1%,-1%,-1%,3.1%,-1%,
COc1cc(/C=N/Nc2ccc(Cl)c(C(=O)O)c2)ccc1OC(=O)c1cccs1,8.3µM*,5%,4%,0.9%,-10%,
CCOc1cccc(C(=O)NC(=S)Nc2cccc(C)c2)c1,55%,-6%,-4%,3.1%,-4%,
CCc1cc(=O)oc2c(C)c(OCC(=O)N3C[C@H]4C[C@@H](C3)c3cccc(=O)n3C4)ccc12,-3%,-9%,-5%,0.1%,10%,
CC1=NN(C(=O)c2nn(C)cc2Br)C(O)(C(F)(F)F)C1 (stereo unspecified),x,-2%,8%,1.4%,0%,
CCN1C(=O)/C(=C2\C=Cc3cc(C)ccc3N2CC)OC1=S,1%,-2%,>100µM*,0.3%,-6%,
O=[N+]([O-])c1ccccc1OCC(O)CN1CCN(CC(O)COc2ccccc2[N+](=O)[O-])CC1 (stereo unspecified),8%,-2%,-23%,0.4%,4%,
CSCC[C@H](NC(=O)N1CCn2c1nc1ccccc12)C(=O)N1CCCCC1,31%,12%,0%,0.1%,-1%,
CN(C)c1nc(N)nc(-c2nc3ccccc3s2)n1,7%,25%,1%,0.6%,-3%,
Fc1ccccc1CN1CCN(c2ccc(Cl)cc2)CC1,39%,9%,-1%,0.3%,6%,
Cn1cc(S(=O)(=O)N2CCCC2)cc1C(=O)NCc1ccc(F)cc1,-20%,6%,0%,2.4%,5%,inhibitors of VEEV 10K pilot screen=1.5
CCOC(=O)N1CCN(C(=S)Nc2ccc(C)cc2)CC1,-10%,3%,7%,0.1%,5%,

# As a working copy, 4 of the compounds above.
SMILES,tuberculosis growth,H37Rv inhibition,influenza NS1A,inhibitors of VEEV,Salmonella PhoP GFP,others
CCOc1cccc(C(=O)NC(=S)Nc2cccc(C)c2)c1,55%,-6%,-4%,3.1%,-4%,
CCc1cc(=O)oc2c(C)c(OCC(=O)N3C[C@H]4C[C@@H](C3)c3cccc(=O)n3C4)ccc12,-3%,-9%,-5%,0.1%,10%,
CC1=NN(C(=O)c2nn(C)cc2Br)C(O)(C(F)(F)F)C1 (stereo unspecified),x,-2%,8%,1.4%,0%,
CCN1C(=O)/C(=C2\C=Cc3cc(C)ccc3N2CC)OC1=S,1%,-2%,>100µM*,0.3%,-6%,

# Carrying on.
SMILES,tuberculosis growth,H37Rv inhibition,influenza NS1A,inhibitors of VEEV,Salmonella PhoP GFP,others
CC(C)OC(=O)c1ccc(N2CCN(c3ccc(F)cc3)CC2)nc1,17%,11%,-22%,1.1%,5%,
Cn1c(=O)[nH]c(=O)c2c1nc(CN1CCN(c3ccccc3F)CC1)n2CC(N)=O,-19%,-13%,-1%,0.9%,x,
O=C(CCN1CCN(c2ccccc2)CC1)Nc1ccccc1,-18%,4%,16%,0.6%,6%,
CN(C)S(=O)(=O)c1cccc(C(=O)Nc2cc3c(cc2C(=O)O)OCCCO3)c1,6%,3%,-3%,1.1%,-5%,
COc1ccc(C2(C)NC(=O)N(CC(=O)Nc3ccc(C)cc3Br)C2=O)cc1OC (stereo unspecified),8%,22%,-6%,i,-3%,
Cc1[nH]c2ccccc2c1CCNCc1cccnc1,49%,-2%,2%,2.0%,15%,
CCNC(=S)SCCOc1ccccc1C,u,0%,-1%,1.0%,0%,
Cc1cc(NC(=O)C(=O)NCCN2CCN(C(=O)c3cccs3)CC2)ccc1Br,-3%,-4%,1%,3.7%,7%,
O=C(c1cc2ccccn2n1)N1CCC2(CC1)OCCO2,-1%,-6%,0%,1.6%,8%,
CCN(C[C@H]1N[C@@](CC)(C(=O)OC)[C@H]2C(=O)N(C)C(=O)[C@@H]12)S(=O)(=O)c1ccc(OC)cc1,-7%,5%,-9%,1.8%,x,
CCOC(=O)/C=C/C(=O)OCC(=O)Nc1cccc(Cl)c1Cl,5%,9%,-1%,1.1%,-14%,
C(=N\Nc1ccc2ccccc2n1)/c1ccc2c(c1)OCCO2,17%,2.8µM*,7%,6.2%,10%,
Cc1ccc(C(=O)O)cc1NS(=O)(=O)c1ccc2c(c1)oc(=O)n2C,-5%,-7%,-5%,0.9%,7%,
COc1cccc(NC(=O)COc2cc(C)cc3oc(=O)cc(C)c23)c1,3%,11%,-1%,2.6%,-1%,
O=C(Cn1cccc1C(=O)c1ccccc1)NCc1ccco1,1%,0%,-19%,1.1%,0%,
Cc1ccc(SC(CC(=O)c2ccc(F)cc2)C(=O)O)cc1 (stereo unspecified),47%,11%,-13%,0.8%,0%,
COc1cc(/C=C2/CC/C(=C/c3ccc(O)c(OC)c3)C2=O)ccc1O,12%,17%,12%,12%,16%,
CCOc1cccc(-c2cc(C(=O)NN)[nH]n2)c1,-1%,12%,-9%,1.9%,14%,
CCOc1ccccc1NC(=O)C(=O)N/N=C/c1cc(Br)ccc1O,-2%,10%,-6%,12%,1%,
CCOc1ccc(C(=O)NC2CCCCCCC2)cc1,77%,-5%,0%,i,-4%,
CC1CN(C(=O)COC(=O)/C=C/c2cccc([N+](=O)[O-])c2)CC(C)O1 (stereo unspecified),12%,0%,-4%,i,x,
Cc1ccccc1Cn1cc(NC(=O)c2cc(-c3cccs3)on2)cn1,1%,-1%,5%,13%,0%,
CC(Oc1ccc(C(C)(C)C)cc1)C(=O)NCC(c1ccco1)N1CCCC1 (stereo unspecified),48%,1%,-2%,i,x,
Cc1nc(NC(=O)c2cncc(Br)c2)ccc1Br,-9%,0%,-7%,1.3%,-4%,
CCCc1oc2c(c(=O)c1CC)C(=O)CC(C)(C)C2,-5%,-12%,-4%,3.2%,5%,
CN1CCN(C(=O)c2ccc(Cl)c(S(=O)(=O)N3CCCCCC3)c2)CC1,1%,-1%,2%,i,-5%,
Cc1c(NC(=O)c2cccc(NC(=O)Cc3c(F)cccc3Cl)c2)c(=O)n(-c2ccccc2)n1C,19%,-7%,11%,0.3%,x,
O=C1NC(=Nc2ccc(Cl)cc2)SC1Cc1cc(Cl)ccc1Cl (stereo unspecified),15%,-4%,-10%,4.3%,-13%,
O=C(CCN1C(=O)/C(=C/c2ccccc2Cl)SC1=S)Nc1ccccc1C(=O)O,14%,6%,-9%,i,2%,
CCC(C)NC(=O)CN(C)S(=O)(=O)c1ccc2c(c1)c(=O)n(C)c(=O)n2C (stereo unspecified),9%,-7%,-2%,6.3%,x,
CCOc1cc(C2C3=C(CC(C)(C)CC3=O)N(CCOC)C3=C2C(=O)CC(C)(C)C3)ccc1OC,29%,2%,-23%,0.7%,-6%,
CCOC(=O)C(=O)Nc1cc([N+](=O)[O-])ccc1C,4%,2%,2%,0.5%,-3%,
COc1cccc(CC(NC(C)=O)C(=O)NC2CCN(S(=O)(=O)c3ccc(F)cc3)CC2)c1OC (stereo unspecified),-6%,-9%,3%,1.3%,9%,
COc1cc(NC(=O)CCCNC(=O)Cn2cnc3sc(C)c(C)c3c2=O)cc(OC)c1OC,-6%,-13%,-11%,i,9%,
O=C(COc1c(CO)cc(Br)cc1CO)NC1CCCc2ccccc21 (stereo unspecified),6%,-2%,-9%,i,2%,
Cc1cccc2c1cnn2C(=O)Nc1ccccc1Cl,-15%,7%,-18%,1.1%,-5%,
CCCCC(O)(CCCC)C(=O)NN(C(=O)c1cccnc1Cl)c1ccccc1,3%,1%,-5%,i,-6%,
COc1cccc(C2c3c(C)nn(-c4ccc([N+](=O)[O-])cc4)c3N=C3C(=O)Nc4ccccc4N32)c1 (stereo unspecified),66%,49%,3%,4.0%,-18%,
Cc1cccc(N2CCN(C(=O)CSc3nc4ccccc4nc3N3CC(C)OC(C)C3)CC2)c1C (stereo unspecified),13%,18%,0%,5.9%,7%,
Cc1ccc(-n2nnc3c(=O)n(CC(=O)N4CCCC4)cnc32)cc1,5%,-1%,-7%,i,4%,
NS(=O)(=O)c1ccc(CCNC(=O)C2CCN(S(=O)(=O)c3ccc(Br)s3)CC2)cc1,-1%,-5%,3%,1.6%,1%,
Cc1nn(C)c(C)c1Sc1ccccc1N,2%,4%,4%,i,-15%,
CCOc1ccc(CSc2nc(C)cc(COC)c2C#N)cc1OCC,14%,-3%,-13%,1.0%,0%,
COc1ccc(/C=C2\SC(=S)N(CCC(=O)NC3=NCCS3)C2=O)cc1OC,-16%,8%,-11%,0.8%,-6%,
COc1cccc2cc(C(C)N(CCCN3CCOCC3)C(=O)Nc3ccc(Cl)cc3)oc12 (stereo unspecified),24%,2%,4%,7.2%,6%,
O=C(CCCOc1ccccc1)Nc1cccc(S(=O)(=O)N2CCCCCC2)c1,22%,-4%,-4%,4.1%,x,
O=C(O)c1cccc(NC(=O)c2ccc3c(c2)C(=O)N(c2ccccc2)C3=O)c1,-6%,14%,-22%,i,-15%,
COc1ccc(S(=O)(=O)NCC(=O)N(CC(=O)NCC2CCCO2)c2c(C)cccc2C)cc1 (stereo unspecified),-7%,-16%,-9%,i,-9%,
